TSHR antag: Antagonists of the Thyroid Stimulating Hormone Receptor: HTS campaign; Thyrotropin receptor (Homo sapiens), P16473; TSHR-expressing cells, TSH-stimulated cAMP HTRF, 2 h; stronger effect = lower value; activity change, negative = inhibition, % at 11.5 µM; 330,000 compounds, 0.2% hits; AID 504810, 2011;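 active = activity change below a set negative limit, meaning inhibition stronger than a set level, cut at about -70% in these data; inconclusive = activity change between two set negative limits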; note: % is set by controls: 0 for no effect and ±100 for the full control effect
Target sequence (P16473 whole entry, looked up): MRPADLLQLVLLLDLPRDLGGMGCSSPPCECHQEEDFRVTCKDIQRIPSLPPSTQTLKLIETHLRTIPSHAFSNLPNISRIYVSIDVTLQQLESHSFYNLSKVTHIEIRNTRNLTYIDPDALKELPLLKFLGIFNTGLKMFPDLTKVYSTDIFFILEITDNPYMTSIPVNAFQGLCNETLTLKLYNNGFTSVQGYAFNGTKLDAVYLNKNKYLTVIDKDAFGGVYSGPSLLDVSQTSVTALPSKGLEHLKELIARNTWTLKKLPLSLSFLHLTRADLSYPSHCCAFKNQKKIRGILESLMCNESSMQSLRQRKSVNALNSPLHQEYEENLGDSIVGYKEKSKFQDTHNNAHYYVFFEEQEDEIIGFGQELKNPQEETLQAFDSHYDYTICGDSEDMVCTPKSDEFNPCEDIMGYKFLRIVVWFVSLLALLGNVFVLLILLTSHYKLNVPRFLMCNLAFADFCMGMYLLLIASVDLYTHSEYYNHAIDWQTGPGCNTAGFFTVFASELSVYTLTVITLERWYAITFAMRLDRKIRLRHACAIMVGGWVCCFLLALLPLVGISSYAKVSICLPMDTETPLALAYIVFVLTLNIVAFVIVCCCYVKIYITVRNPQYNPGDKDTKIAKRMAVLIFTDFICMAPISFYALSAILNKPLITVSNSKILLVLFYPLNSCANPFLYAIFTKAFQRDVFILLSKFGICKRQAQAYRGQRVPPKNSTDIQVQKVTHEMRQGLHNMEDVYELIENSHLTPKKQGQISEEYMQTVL
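TSHR-expressing cells, 200/well, pre-treated with compound, then stimulated with EC80 TSH (4nM final) for 2 hours at 37 deg C. cAMP measured by competitive HTRF: anti-cAMP cryptate antibody in lysis buffer plus cAMP-d2, read after 30 minutes at room temperature.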
Eya2 inh: qHTS Assay for Inhibitors of the Phosphatase Activity of Eya2 | 330,000 compounds, 0.006% hits | Potency, µM (doses to about 76.9 µM), inactives show at the top dose activity, negative = inhibition, most hits filed as inhibitors | recombinant Eya2, OMFP fluorescence dephosphorylation (OMFP is methylfluorescein phosphate) | Protein phosphatase EYA2 (Homo sapiens), O00167; note: potency is the fitted concentration of half-maximal effect; % is set by controls: 0 for no effect and ±100 for the full control effect
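Eya2 protein (added as 0.2 uM solution) was preincubated with compound for 10 min at ambient temperature in 50 mM HEPES pH 7.5, 50 mM NaCl, 5 uM MgCl2, 0.05% BSA, 1 mM DTT. OMFP (added at 50 uM) then reacted 10 min; fluorescence read at 485/525 nm.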
KCNH2 WT inh: qHTS for Inhibitors of KCHN2 3.1: Wildtype qHTS | Voltage-gated inwardly rectifying potassium channel KCNH2 (Homo sapiens), Q12809 | U2OS, BacMam KCNH2, thallium flux FluxOr; stronger effect = lower value | AID 720551, 2013 | 340,000 compounds, 0.37% hits | activity change, % at 1.84 µM;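 active = maximum activity change below -70%; inconclusive = maximum activity change between -70% and -50%; inactive = maximum activity change above -50%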; note: % is set by controls: 0 for no effect and ±100 for the full control effect
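U2OS cells were transduced with wild-type KCNH2 virus (2.03 x 10^8 / mL) for 4 h at room temperature, then cultured overnight at 37 C. Thallium flux was read with FluxOr dye. Rate constants were normalized to DMSO controls.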
KCNH2 3.1 inh: qHTS for Inhibitors of KCHN2 3.1: Mutant qHTS; Potassium voltage-gated channel subfamily H member 2, brain isoform KCNH2 3.1 (human); U2OS KCNH2 3.1, thallium flux FluxOr; stronger effect = lower value; activity change, % (tested at about 1.8 µM); 340,000 compounds, 0.95% hits; AID 720553, 2013;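 active = maximum activity change below -70%; inconclusive = maximum activity change from -70% to -50%; inactive = maximum activity change above -50%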;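 note: thallium influx rate constant from kinetic fluorescence after stimulation buffer; % is set by controls: 0 for no effect and ±100 for the full control effect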
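Measured as rate of thallium-driven FluxOr signal in transduced U2OS cells carrying the 3.1 channel, read kinetically for 2 min upon stimulation; values are rate constants scaled to DMSO control wells.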
TCR activator: Activators of T cell receptors: qHTS campaign; 330,000 tested, under 10 active; primary human leukocytes, anti-CD3, IL-2 HTRF, 48 h; Potency, µM (top dose mostly 9.22 µM), for inactives: at the top dose activation of IL-2 secretion, most hits filed as activators; note: % of control where 0% means no effect
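TCR engagement came from a-CD3 beads alone, with compounds added to primary human leukocytes for 48 hr. Secreted IL-2 bridged europium cryptate- and d2-labelled anti-IL-2 antibodies, giving FRET emission at 665nm after 320nm excitation.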
Mito fusion yeast: qHTS Assay for Small Molecule Inhibitors of Mitochondrial Division or Activators of Mitochondrial Fusion; 320,000 compounds, 0.23% hits; S. cerevisiae fusion-defective mutant growth rescue, CellTiterGlo 48 h; Potency, µM (top dose mostly 46.1 µM), for the others: at the highest dose growth rescue (activation), hits mostly activators;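 note: potency is the fitted concentration of half-maximal effect; % of control where 0% means no effect; nearly all actives have a fitted effect of over 45% in size; temperature-sensitive fusion mutants such as fzo1-1 at 37 °C on non-fermentable ethanol glycerol medium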
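Compounds are tested for their ability to restore growth of mitochondrial fusion-defective yeast strains at non-permissive 37C in YPEG medium over 48 hours. Viability is quantified by luciferase luminescence.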
TRPV1 ag: HTS Assay for Compounds that Act as Agonists of the Vanilloid Receptor 1; activation, % at 8.33 µM; 320,000 compounds, 0.19% hits; TRPV1-expressing cells, Fluo-8 calcium influx, agonist mode; Transient receptor potential cation channel subfamily V member 1 (Homo sapiens), Q8NER1; AID 540275, 2011; in the data active = activation above about 80%; inconclusive = between about 30% and that limit; note: 0% is about no effect
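TRPV1-expressing cells were cultured overnight at 35.5C and loaded with Fluo-8 calcium dye for 40 to 90 min at room temperature. After a 10 s baseline, compound was added and calcium influx was read kinetically for 3 min (ex 480/em 520 nm).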
ELG1 repair inh: qHTS screen for small molecules that inhibit ELG1-dependent DNA repair in human embryonic kidney (HEK293T) cells expressing luciferase-tagged ELG1 | HEK293T ELG1-luciferase reporter, luminescence, 16 h; DNA damage induced by 5-fluorouridine | Potency, µM (titrated, usually from 46.1 µM), for inactives: at the top dose activity change, negative = inhibition, usual class: inhibitors | 330,000 compounds, 2.3% hits; note: potency is the fitted concentration of half-maximal effect; % is set by controls: 0 for no effect and ±100 for the full control effect; nearly all actives have a fitted effect of over 55% in size
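Luminescence from the luciferase reporter, measured 30 min after ONE-Glo reagent at room temperature, was the read-out. Beforehand, 2,000 cells per well were exposed for 16 hr at 37 °C to 5-fluorouridine together with compound or vehicle.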
AT treatment: qHTS Assay for Identifying a Potential Treatment of Ataxia-Telangiectasia; Potency, µM (titrated, usually from 57.5 µM), without a hit: top-dose activation, usual class: activators; AID 485349, 2010; […] A-T fibroblasts, KAP-1 phosphorylation AlphaLISA; neocarzinostatin DNA damage 30 min before lysis; 320,000 compounds, 0.19% hits; note: potency is the fitted concentration of half-maximal effect; % of control where 0% means no effect; nearly all actives have a fitted effect of over 45% in size
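ATM-like activity read as KAP-1 phosphorylation via AlphaLISA donor/acceptor antibody pairs after lysis and 6 hr at 25C. Cells were ATM-null patient fibroblasts ([…], hTERT), dosed 60 min, then exposed to the DSB inducer NCS for 30 min.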
USP2a block: qHTS Assay for Inhibitors of Ubiquitin-specific Protease USP2a Using CHOP2 as the Reporter | USP2 core, Ub-CHOP2 coupled fluorogenic reporter, 485/531 | Potency, µM (doses to about 38.3 µM), for the others: top-dose activity change, negative = inhibition, most hits filed as inhibitors | 330,000 compounds, 0.01% hits;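 note: potency is the fitted concentration of half-maximal effect; plate controls were DMSO wells for no effect and full inhibition by NEM control for full effect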
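Cell-free coupled assay: 10nM USP2 core preincubated 30min RT with compound in Tris-HCl pH 8.0/CaCl2/CHAPS buffer, then 25nM Ub-CHOP2 and 25nM reporter substrate; fluorescence (Ex 485/Em 531) read after 60min RT, normalized to NEM inhibition, concentration-response curves fitted.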
An asterisk follows results filed as active; ? = inconclusive; . = no result given; [ ] = another dose, or the depositor's remark. Unless noted, calls come from the whole dose curve; as a rule, active = well fitted curve in the direction sought with a large enough effect; inconclusive = small, poorly fitted or top-dose-only effect, or another doubt; inactive = no such curve, though single readings can be large; an effect the other way counts as inactive or inconclusive.

compound	TRPV1 ag	AT treatment	KCNH2 3.1 inh	KCNH2 WT inh	ELG1 repair inh	TSHR antag	USP2a block	Mito fusion yeast	Eya2 inh	TCR activator
CS(=O)(=O)N1Cc2ccccc2CC1C(=O)OCC(=O)NCCc1ccc(S(N)(=O)=O)cc1 (centres undefined)	.	-3.2%	1.1	4.3	6.7%	-4.2	-0.4%	.	5.0%	2.3%[46.1 µM]
CCOC(=O)[C@@H]1[C@H]2COc3cc(OC)ccc3[C@H]2N2C(=O)N(c3ccc(C)cc3)C(=O)[C@@]12C	-2.4	-1.5%	-9.6	5.5	14.8%	-8.4	3.3%	1.7%	-1.1%	-4.1%
Cc1cc(C)n2nc(C(=O)N(C)C(c3ccccc3)c3ccccc3)nc2n1	1.5	1.6%	-4.2	-3.7	14.8%	0.1	1.4%	7.6%	-7.5%	1.6%
C#CCNC(=O)c1ccc(OCc2ccccc2)cc1Cl	?	7.1%	-0.1	1.3	?	-3.8	2.9%	3.9%	11.2%	-0.8%
COc1ccc(-c2csc(N(CC3CCCO3)C(=O)c3ccc(C)cc3)n2)cc1 (centres undefined)	5.6	11.9%	6.2	2.2	?	8.2	-1.9%	0.1%	0.0%	0.1%[46.1 µM]
CCCn1c(SCC(=O)NC23CC4CC(CC(C4)C2)C3)n[nH]c1=O	0.2	11.8%	.	59.0	-0.4%	25.7	-1.3%	1.7%	-3.4%	-2.1%
COc1cccc(C2NC(=O)CCC2[N+](=O)[O-])c1OC (centres undefined)	1.5	-8.9%	3.8	-3.8	10.6%	17.9	3.8%	3.8%	4.7%	5.6%
COc1ccc2ccc(O)c(CN(C)CC(=O)Nc3ccccc3C(F)(F)F)c2c1	-0.2	10.2%	-2.6	0.1	1.1%	-1.0	-1.1%	-2.1%	-1.8%	0.7%
CN(C)CCOc1ccc2ccccc2c1	-1.0	-3.5%	-0.1	9.7	5.1%	15.4	4.5%	-4.4%	4.0%	0.5%[46.1 µM]
Cc1c(C(=O)O)sc2[nH]c(=O)n(Cc3ccccc3)c(=O)c12	-4.8	10.9%	17.3	-4.6	-0.4%	-1.2	2.9%	1.0%	-0.4%	-1.2%
Cc1ccc(Oc2cnc3ccccc3n2)cc1	?	?	-8.4	15.2	22.2%	10.8	-2.2%	-2.7%	-3.8%	-8.8%
Cc1nn(Cc2c(F)c(F)c(F)c(F)c2F)c(C)c1NC(=O)c1ccc(COc2ccccc2Cl)cc1	0.2	-4.4%	-15.5	0.4	9.0%	-1.6	-5.9%	-3.9%	-6.9%	2.8%
CCOC(=O)c1n[nH]c(=O)c2ccccc12	0.7	-0.8%	-3.6	8.1	-3.0%	13.0	0.5%	-4.3%	-4.8%	-0.5%
CC1CCCCN1C(=S)Nc1ccc(OC(F)F)cc1 (centres undefined)	1.3	-4.8%	-1.0	21.8	0.3%	4.2	3.8%	0.9%	-3.3%	-0.1%[46.1 µM]
COCCNC(=O)c1cc(-c2ccccc2C)n(CC2CC(c3cccc([N+](=O)[O-])c3)=NO2)n1 (centres undefined)	.	5.9%	-18.0	-11.5	-13.1%	3.4	-3.1%	.	12.8%	0.5%
CN(CC(=O)Nc1cccc(F)c1)CC(=O)Nc1cccc([N+](=O)[O-])c1	8.2	1.1%	2.5	5.8	0.0%	-2.9	-1.3%	9.3%	8.0%	.
O=C(Nc1ccc(F)cc1)Nc1nnc(-c2ccccc2)o1	0.9	3.5%	.	-2.9	4.3%	6.8	-0.1%	-13.6%	-0.5%	-6.9%
COc1cc(/C=N/NC(=O)c2cc(-c3ccccc3)nc3ccccc23)cc(OC)c1O	4.0	-4.1%	-14.6	-0.5	?	5.3	-1.0%	-1.6%	11.4%	.
COC(=O)c1cc(F)c(-n2cncn2)c(F)c1	.	-9.1%	13.2	11.8	15.5%	23.3	1.8%	-2.9%	17.4%	-1.1%
CC(C)Cc1nc(C#N)c(N2CCC(C(N)=O)CC2)o1	-8.4	12.1%	3.0	7.8	16.9%	7.6	-1.8%	7.5%	-1.3%	-2.3%[46.1 µM]
COc1ccc(C(=O)CSc2nc3c(c(=O)n(C)c(=O)n3C)n2C)cc1	-0.2	0.7%	.	.	9.7%	0.2	0.9%	-1.1%	3.5%	.
CC(=O)Nc1ccc(S(=O)(=O)N(C)CC(=O)NCCC2=CCCCC2)cc1	-0.8	13.1%	20.1	7.1	4.1%	-3.2	-3.7%	-0.2%	7.2%	0.1%
S=C(NCc1ccco1)N1CCN(c2nc(-c3ccccc3)cs2)CC1	?	4.4%	-0.5	-24.1	?	-11.7	0.2%	-3.0%	2.7%	7.2%
COc1ccc(S(=O)(=O)N2CCCCCC2)cc1C(=O)NCc1ccco1	.	7.2%	6.0	-8.2	-3.7%	-3.3	0.3%	.	-20.6%	3.7%[46.1 µM]
O=C(CCN1CCN(Cc2ccccc2)CC1)NNC(=O)Nc1cccc([N+](=O)[O-])c1	-1.7	-3.0%	.	-20.2	2.1%	22.3	-3.1%	3.3%	-10.7%	5.1%
CN1C(=O)CC(C(=O)O)SC1=Nc1cccc(C(F)(F)F)c1 (centres undefined)	1.1	7.8%	-6.6	4.8	9.9%	-7.4	2.6%	-0.2%	3.2%	-2.8%
COc1cc(NC(=O)Nn2cnnc2)cc(OC)c1OC	-0.8	-0.6%	13.1	1.7	-10.2%	6.7	-0.2%	-10.8%	-1.3%	3.6%
CC(=O)N[C@@H]1c2c(ccc3ccccc23)OC[C@@H]1COC(C)=O	0.8	-0.6%	8.5	-16.6	-10.4%	-6.0	3.9%	10.0%	5.6%	.
COc1cc(C2C(N3C(=O)c4ccccc4C3=O)C(=O)N2c2cccc(C)c2)cc(OC)c1OC (centres undefined)	-2.4	8.1%	.	.	?	-10.6	-0.7%	-0.3%	3.7%	2.5%
COc1ccccc1/C=C/C=C1\Oc2c(ccc(O)c2CN2CCN(CCO)CC2)C1=O	16.1	-0.9%	-0.3	-0.7	21.3%	-15.1	?	-8.4%	38.4%	-9.6%[46.1 µM]
CCc1ccc(N(C(=O)CCC(=O)Nc2cc(C)on2)C(C(=O)NC(C)(C)C)c2ccc(OC)cc2)cc1 (centres undefined)	3.5	2.7%	-1.9	0.2	-24.6%	6.1	4.3%	9.9%	-2.2%	5.6%
CC(C)c1csc(CN2CCC(CCC(=O)NCC3CCCO3)CC2)n1 (centres undefined)	2.2	2.6%	6.1	11.0	11.4%	-1.0	-0.3%	-2.0%	-0.9%	-2.9%
O=C(N/N=C/c1cc(Br)c(O)c(Br)c1O)c1cccnc1	0.2	-11.2%	-9.5	-3.3	?	-11.3	0.4%	7.7%	0.8%	-0.9%
CCOC(=O)c1[nH]c2ccccc2c1NC(=O)NC(C)C	8.0	-23.1%	1.6	5.4	0.0%	-5.1	-0.6%	0.3%	3.0%	3.5%
COc1ccc(NC(=O)COC(=O)C2CCC2)cc1Cl	-1.2	5.2%	-3.6	-13.0	15.8%	-0.9	1.0%	0.0%	0.2%	-2.7%

Source: PubChem

Not all compounds are listed (hit frequency here may not be typical).
